uPA surface inh: blocks generation of uPA at the cell surface; AID 540303; Potency, µM (series often up to 38.3 µM), without a hit: at the top dose activity change, negative = inhibition, most hits filed as inhibitors; cell surface uPA generation assay, qHTS; actives 0.31% (n = 330,000); active means well fitted inhibition curve with a large enough effect; inconclusive means small, poorly fitted or top-dose-only effect; inactive means no such curve, though single readings can be large or run the other way; tested in mouse RAW 264.7 cells; further: on the % scale 0 is the no-effect control and ±100 the full control effect; nearly all actives have a fitted effect of over 55% in size
VP16 counter: inhibits Gal4-VP16 luciferase reporter, ROR gamma counter-screen; Drosophila S2 Gal4-VP16 UAS-luciferase, luminescence, 20 h; Potency, µM (top dose mostly 53.6 µM), without a hit: at the top dose activity, negative = inhibition, hits mostly inhibitors; actives 3.5% (n = 310,000); AID 2546;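 further: Gal4-VP16 expression switched on by copper sulfate through the metallothionein promoter; on the % scale 0 is the no-effect control and ±100 the full control effect; nearly all actives have a fitted effect of over 50% in size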
ELG1 genotox: genotoxicity induction in ELG1-luciferase HEK293T cells. HEK293T ELG1-luciferase reporter, luminescence, 16 h. Potency, µM (top dose mostly 46 µM), for the others: at the highest dose activity change, positive = activation, hits mostly activators. actives 1.3% (n = 330,000). AID 504466; further: % of control where 0% means no effect; nearly all actives have a fitted effect of over 60% in size
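Genotoxicity was scored as increased ELG1-luciferase reporter signal, measured by ONE-Glo luminescence (30 min, room temperature). Compound or vehicle exposure of the HEK293T reporter cells lasted 16 hr at 37°C.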
MBNL1 CUG block: inhibitors of human MBNL1 binding to CUG repeat RNA; Q9NR56; TR-FRET MBNL1-His/biotin-(CUG)12 binding, 665/545 ratio; Potency, µM (titrated, usually from 57.5 µM), for inactives: at the highest dose activity change, negative = inhibition, actives largely listed as inhibitors; actives 0.036% (n = 280,000); AID 2675; active means well fitted inhibition curve with a large enough effect in the signal ratio, with a control signal flat, not every such curve was filed as active; inconclusive means small, poorly fitted or top-dose-only effect, or effect the other way, or a change in a side signal; inactive means no such curve, though single readings can be large or run the other way; the % refers to the signal ratio; further: on the % scale 0 is the no-effect control and ±100 the full control effect
Target sequence (Q9NR56 whole entry, looked up): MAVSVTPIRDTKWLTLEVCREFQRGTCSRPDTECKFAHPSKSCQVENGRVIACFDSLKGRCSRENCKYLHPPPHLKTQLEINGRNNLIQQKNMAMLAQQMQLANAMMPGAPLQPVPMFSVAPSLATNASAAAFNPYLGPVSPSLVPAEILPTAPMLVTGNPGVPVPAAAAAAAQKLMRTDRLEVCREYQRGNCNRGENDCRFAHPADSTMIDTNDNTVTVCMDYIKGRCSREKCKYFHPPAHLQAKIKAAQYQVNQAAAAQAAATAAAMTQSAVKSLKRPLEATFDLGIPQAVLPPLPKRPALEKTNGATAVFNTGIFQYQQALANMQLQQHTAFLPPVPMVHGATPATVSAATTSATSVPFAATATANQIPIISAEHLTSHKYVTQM
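TR-FRET between His-tagged MBNL1 and biotin-(CUG)12 RNA, detected with Tb anti-His antibody (0.055 ng/ul) and streptavidin-XL665 (5 nM), 60 min at room temperature. Compounds titrated 92 nM to 58 uM; 665/545 nm ratio normalized to buffer and complex controls.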
Rab9 prom act: activators of Rab9 promoter; Huh7 Rab9 promoter-luciferase reporter, luminescence, 24 h; Potency, µM (titrated, usually from 9.22 µM), for the others: at the highest dose activation, negative = inhibition, most hits filed as activators; actives 2.8% (n = 320,000); AID 485297; further: % of control where 0% means no effect; nearly all actives have a fitted effect of over 60% in size
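Huh7 reporter line, Rab9 promoter upstream of luciferase. Compound exposure 24 h at 37 °C in reduced-serum medium with 10% FBS. Read-out: luminescence.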
FLuc counter: firefly luciferase modulation, counter-screen for miR-21 project; P08659; purified FLuc, Km substrates, luminescence inhibition; Potency, µM (series often up to 57.5 µM), without a hit: at the top dose activity change, negative = inhibition, hits mostly inhibitors; actives 6.9% (n = 360,000);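 further: plate controls were vehicle for no effect and reference inhibitor for full effect; nearly all actives have a fitted effect of over 55% in size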
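Purified P. pyralis luciferase (10nM final) with 10uM D-luciferin and 10uM ATP (Km levels) in 50mM Tris acetate pH 7.5, 10mM Mg acetate, 0.01% Tween-20, 0.05% BSA; qHTS 6-point titration, ~60 µM downward; luminescence read.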
BRCA1 expr up: activators of BRCA1 expression | actives 1.1% (n = 380,000) | MCF7-BRCA1-FFLuc reporter, luminescence, 48 h; response scale: scaled: vehicle 0%, 10 µM genistein 100% | Potency, µM (highest dose often 46.1 µM), inactives show top-dose activation, most hits filed as activators; further: nearly all actives have a fitted effect of over 80% in size; some results filed as inactive show a strong effect at the top dose
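MCF7-BRCA1-FFLuc cells, 2000/well in phenol-red-free MEM, attached 2 h then treated 48 h at 37 C. Luciferase luminescence read 15 min after reagent; normalized to genistein maximum activation (10microM) and DMSO, concentration-response fitted.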
CXXC DNA block: inhibitors of human MLL CXXC domain-DNA interaction; Potency, µM (series often up to 115 µM), inactives show top-dose activity change, negative = inhibition, most hits filed as inhibitors; actives 0.037% (n = 290,000); MLL-CXXC / FITC-HOXA9 DNA fluorescence polarization; Q03164; active means well fitted inhibition curve with a large enough effect in the polarisation, with a control signal flat, not every such curve was filed as active; inconclusive means small, poorly fitted or top-dose-only effect, or effect the other way, or a change in a side signal; inactive means no such curve, though single readings can be large or run the other way; the % refers to the polarisation
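Fluorescence polarization: 7 uM MLL-CXXC (stock) preincubated 5 min with compounds, then 50 nM fluorescein-HOX-A9 DNA (stock) added; 30 min ambient. Buffer 50 mM Tris-HCl pH 7.5, 50 mM NaCl, 1 mM DTT, 0.05% BSA.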
NPC1 promoter act: activates the NPC1 promoter | Huh7 NPC1 promoter luciferase reporter, 24 h | actives 2.4% (n = 320,000) | AID 485313 | Potency, µM (top dose mostly 9.22 µM), for the others: at the highest dose activation, hits mostly activators;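 further: % of control where 0% means no effect; nearly all actives have a fitted effect of over 60% in size; reporter is driven by a mutant NPC1 promoter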
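Readout is luciferase luminescence, reflecting NPC1 promoter activation in stably transfected Huh7 cells after 24 h compound exposure at 37 °C in reduced-serum medium with 10% FBS.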
p53 reactivation: mutant p53 re-activation in reporter cells. Potency, µM (top dose mostly 92.2 µM), inactives show at the highest dose activity change, positive = activation, actives largely listed as activators. actives 0.063% (n = 320,000). H1299 p53-A138V BP100-luciferase reporter, luminescence, 24 h. AID 504706; further: % of control where 0% means no effect; nearly all actives have a fitted effect of over 45% in size
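H1299 (p53-null), stable ts p53-A138V + BP100-Luc; 1000 cells/well, Opti-MEM/10% FBS; cpd 4 pt, 1:5; 24 h, 37 deg C, 5% CO2; detection reagent 10 min RT; luminescence.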
RORg inh: blocks mouse ROR gamma transcriptional activity. Potency, µM (series often up to 53.6 µM), without a hit: at the highest dose activity change, negative = inhibition, actives largely listed as inhibitors. P51450. Drosophila S2 Gal4-RORgamma UAS-luciferase reporter, 20 h. AID 2551. actives 5.4% (n = 310,000); further: on the % scale 0 is the no-effect control and ±100 the full control effect; nearly all actives have a fitted effect of over 60% in size
Target sequence (P51450 whole entry, looked up, the tested form may be a part): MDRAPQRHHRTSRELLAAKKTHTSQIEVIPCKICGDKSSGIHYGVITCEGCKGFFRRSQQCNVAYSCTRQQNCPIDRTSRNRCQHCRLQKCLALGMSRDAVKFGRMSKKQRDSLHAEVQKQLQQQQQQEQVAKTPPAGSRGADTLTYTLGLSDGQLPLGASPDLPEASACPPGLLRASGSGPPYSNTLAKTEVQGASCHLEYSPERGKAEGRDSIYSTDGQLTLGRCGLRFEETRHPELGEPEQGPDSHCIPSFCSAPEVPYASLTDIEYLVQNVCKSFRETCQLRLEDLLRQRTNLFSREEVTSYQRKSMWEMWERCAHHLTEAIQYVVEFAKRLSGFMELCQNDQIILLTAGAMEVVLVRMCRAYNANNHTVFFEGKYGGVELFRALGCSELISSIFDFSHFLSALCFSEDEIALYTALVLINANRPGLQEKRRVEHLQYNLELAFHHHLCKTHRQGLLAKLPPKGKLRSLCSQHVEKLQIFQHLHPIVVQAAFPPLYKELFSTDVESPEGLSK
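A Gal4/UAS one-hybrid system in insect cells: metallothionein-promoter Gal4–ROR gamma fusion plus Photinus luciferase reporter. Copper sulfate 700 uM final, 20 hr ambient incubation, luminescent detection after 10 min with reagent.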
Numbers without * were called inactive; ? = inconclusive; . = not tested or not shown; [ ] = dose if it differs, or a comment. Unless noted, the call rests on the fitted dose curve; in most records, active means well fitted curve in the direction sought with a large enough effect; inconclusive means small, poorly fitted or top-dose-only effect, or another doubt; inactive means no such curve, though single readings can be large; an effect the other way counts as inactive or inconclusive. Potency means the concentration at half of the fitted maximal effect. The list is partial; count on the stated rates, not on these rows.

Molecule	RORg inh	VP16 counter	ELG1 genotox	FLuc counter	MBNL1 CUG block	CXXC DNA block	Rab9 prom act	BRCA1 expr up	uPA surface inh	NPC1 promoter act	p53 reactivation
NNC(=O)c1nc[nH]c1C(=O)Nc1ccccc1	-7%	0%	-6%	-11%	-14%	-4%	-14%	-4%	8%	0%	.
COc1ccc(CNCCc2ccc(Cl)cc2)cc1OCc1ccccc1	?	-25%[10 µM]	-12%	3%	0%	7%	-14%	-23%	-6%	-5%	4%
COc1ccc(NS(=O)(=O)c2cccc(C(=O)NNC(=O)CNC(=O)c3ccccc3F)c2)cc1	.	.	1%	2%	.	.	-1%	-17%	-9%	-2%	2%
COCCNC(=O)C(c1ccc(O)cc1)N(Cc1cccs1)C(=O)CCC(=O)Nc1ccccn1 (stereo not drawn)	31%	14%	0%	0%	-7%	-1%	1%	-8%	-2%	-5%	-2%
Cc1cccc(N2CCN(C(=O)c3cccn4c(=O)c5c(C)c(C)sc5nc34)CC2)c1C	14%	2%	0%	8%	2%	-9%	-3%	-2%	0%	-8%	-1%
CCCCc1nnc(NC(=O)C23CC4CC(CC(NC(C)=O)(C4)C2)C3)s1	1%	0%	-1%	-2%	-6%	5%	8%	10%	4%	-3%	5%
CCOC(=O)c1c(C)c(C(=O)N2CCN(c3ccc(F)cc3)CC2)c(C)n1C	19%	8%	-6%	7%	2%	3%	-8%	-44%	7%	0%	1%
CCOc1ccccc1C1C(C(=O)Nc2ccccc2OC)=C(C)Nc2nc(CCCO)nn21 (stereo not drawn)	-10%	4%	4%	-1%	-6%	-10%	-8%	3%	2%	2%	-7%
CCOc1cccc(Nc2cc3n(c(=O)n2)CCc2cc(OC)c(OC)cc2-3)c1	14%	-7%	0%	?	-2%	11%	2%	-1%[1.84 µM]	1%	-1%	-5%
CN(C)c1ncc(CN2CCC(CO)(CCCc3ccccc3)CC2)s1	-2%	-9%	-4%	3%	-4%	-1%	-2%	-16%	0%	0%	-1%
CC1=C(C(=O)Nc2ccccn2)C(c2cn(C)nc2C)C2=C(CCCC2=O)N1 (stereo not drawn)	12%	3%	6%	2%	6%	1%	2%	-5%	-2%	0%	13%
O=C(CSC1CCCCC1)Nc1nccs1	-27%	8%	17%	-19%	-2%	-6%	8%	-11%	-1%	15%	20%
CN=C1SC(CC(=O)Nc2sc(C)c(C)c2C(=O)OC)C(=O)N1C (stereo not drawn)	2%	-3%	4%	2%	-7%	0%	6%	-3%	7%	3%	2%
CC1(C)CC(NC(=O)C2CCCCC2C(=O)O)CC(C)(C)N1 (stereo not drawn)	1%	4%	1%	2%	-4%	4%	-5%	6%	2%	-1%	-5%
O=C(COc1ccc(Cl)cc1Cl)NC(=O)N1CCCCC1	?	?	2.9µM*	3.4µM*	-3%	1%	?	?	-3%	25%	?
COC(=O)c1cc(-c2ccc(Cl)cc2)n[nH]1	3%	3%	7%	?	-20%	0%	11%	47%	-3%	-9%	1%
CCN1C(=O)C(C(=O)Nc2ccc(OC)cc2)C2CC1(C)Oc1ccccc12 (stereo not drawn)	?	2%	0%	0%	-9%	-1%	28%	62%	6%	16%	11%
Cc1ccc(-n2c(N)c(S(=O)(=O)c3ccccc3)c3nc4ccccc4nc32)cc1	14%	8%	7%	-4%	9%	?	0%	1%	2%	-4%	2%
C=CCNc1nc(NCCO)nc(N2CCCC2)n1	-39%	4%	-7%	2%	0%	-1%	-10%	5%	-1%	1%	-3%
CCC(C)C(NC(=O)OC(C)(C)C)C(=O)NC(Cc1ccccc1)C(=O)OC (stereo not drawn)	0%	2%	-1%	2%	-1%	2%	-8%	-3%	10%	-1%	3%
CCCCSc1nnc(-c2ccc(OC)cc2)n1C	?	?	11%	?	?	9%	?	108%	-4%	?	?
N=c1c(S(=O)(=O)c2ccc(Cl)cc2)cc2c(=O)n3ccccc3nc2n1C1CCCC1	12%	0%	-3%	3%	-1%	17%	-2%	13%	-14%	1%	14%
CC(OC(=O)c1ccc(NS(=O)(=O)c2cccs2)cc1)C(=O)N(C)C1CCCCC1 (stereo not drawn)	?	-28%	0%	11%	-3%	3%	-4%	3%	7%	0%	3%
O=C(Nc1ccc(Cl)cc1)c1ccc(-n2cncn2)c([N+](=O)[O-])c1	-32%	-2%	-5%	-3%	?	0%	-2%	-11%	0%	-2%	6%
Cc1cc(NO)c(C(C)C)cc1N=O	?	-16%	-2%	-1%	?	1%	-3%	-47%	4%	1%	-7%
CC(=O)OCc1c(C(F)(F)F)nn(C)c1Oc1ccccc1	29%	-9%	-3%	-1%	?	-1%	-7%	-4%	-8%	-1%	-4%
CCCCn1c(N)c(N(CCOC)C(=O)c2ccc(C)o2)c(=O)[nH]c1=O	.	.	8%	6%	.	.	4%	0%	13%	-4%	5%
Cc1nc(NS(=O)(=O)c2ccccc2)sc1C(=O)NNS(=O)(=O)c1ccccc1	-13%	-8%	0%	-10%	-4%	-5%	1%	-21%	0%	-4%	1%
COc1ccc(NC(=O)COc2ccccc2)cc1Cl	-7%[1.91 µM]	-4%	11%	-18%	0%	-5%	12%	-2%	3%	-3%	.
Cc1ccc(NCc2ccccc2OCc2ccccc2F)cc1	-44%	?	3%	2%	-8%	11%	0%	-32%	1%	5%	15%
Cc1c(/C=N/Nc2nc3ccccc3[nH]2)c2ccccc2n1C	5µM*	?	?	11µM*	-10%	1%	?	-63%	-7%	?	-5%
CCNC(=O)C1CCCN1S(=O)(=O)c1ccc2ccccc2c1 (stereo not drawn)	-22%	1%	-2%	0%	2%	8%	0%	6%	13%	-2%	-7%
CCC1(c2ccccc2)NC(=O)N(CC(=O)Nc2ccc3c(c2)OCO3)C1=O (stereo not drawn)	-2%	2%	1%	1%	9%	-1%	5%	20%	.	1%	-3%
CCN(CC)C(=O)CSc1nnc(-c2cc(-c3ccc(Cl)cc3)nc3ccccc23)o1	7%	0%	-2%	-5%	-9%	3%	-2%	1%	3%	-5%	-5%
O=C(Cn1cnc2c(nnn2-c2ccccc2)c1=O)N1CCC(Cc2ccccc2)CC1	21%	-1%	-17%	-1%	0%	29%	0%	-4%	2%	-4%	0%
CCc1ccc(N2CN(CCc3ccccc3)CNC2=S)cc1	1.3µM*	6.3µM*	-2%	0%	.	-5%	-5%	-19%	-2%	2%	-4%
CCN(CC)CCN(C(=O)c1ccc(S(=O)(=O)N(CC)c2ccccc2)cc1)c1nc2c(OC)ccc(OC)c2s1	-35%	-9%	-3%	3%	-7%	-1%	5%	-21%	8%	0%	12%
CC(=O)Nc1ccc(S(=O)(=O)NCc2ccc(C(=O)NCCCN3CCC(C)CC3)cc2)cc1	-12%	3%	0%	-1%	0%	12%	-3%	-1%	2%	2%	-11%
CCN(CC)C(=O)COc1ccc(/C(C)=N/Nc2ncc(Cl)cc2Cl)cc1	6.3µM*	?	-6%	?	.	-3%	4%	38%	-13%	15%	1%
C=CCn1c(SCc2nc3sc(C(=O)O)c(C)c3c(=O)[nH]2)nnc1-c1ccc(F)cc1	-15%	-1%	-2%	5%	6%	-5%	-9%	5%	1%	1%	0%
O=C(Cc1ccc(Cl)cc1)N/N=C/c1cccs1	2%	3%	3%	0%	5%	-4%	-2%	23%	14%	-2%	1%
COc1ccc2c(-c3ccccc3)cc(SCC(=O)NC(N)=O)nc2c1	3%	-19%	13%	-1%	30%[activator]	-5%	-4%	0%	7%	-5%	3%
O=C(Cn1nc(CNc2ccc(Cl)cc2)[n+]2c1CCCCC2)c1ccc(Cl)cc1	41%	-4%	2%	6%	-8%	26%	-4%	-39%	-12%	-6%	13%
CCOc1ccc2[nH]c(=O)c(C(c3nnnn3C3CCCCC3)N3CCN(C)CC3)cc2c1 (stereo not drawn)	-2%	-8%	-1%	3%	-1%	5%	-1%	0%	1%	-1%	0%
COC(=O)c1ccc(Cn2c(O)c(N=NC(N)=S)c3ccccc32)o1	1.1µM*	13µM*	2%	-6%	?	-17%	1%	-18%	-13%	-1%	0%
Cc1cc(NC(=O)CCCn2nc([N+](=O)[O-])c(Cl)c2C)no1	32%	-3%	-2%	-1%	?	12%	0%	1%	7%	1%	6%

Assay outcomes: PubChem, National Center for Advancing Translational Sciences (NCATS)
